SENP6 block: SENP6 protease inhibition. Q9GZR1. Recombinant SENP6 catalytic domain, aminoluciferin luminescence. inhibition, % at 10 µM. hit rate 1.8% among 330,000;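 active means inhibition above about 50% at the single tested dose, limit read from the data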;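 further: plate controls were DMSO wells with enzyme for no effect and DMSO wells lacking enzyme for full effect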
SENP8 block: SENP8 (human) protease inhibition. inhibition, % at 20 µM. recombinant SENP8, Nedd8 substrate fluorescence. Q96LD8. AID 602440. hit rate 0.64% among 360,000; in the data active means inhibition mostly above about 40%, no sharp cut-off; inactive means mostly below about 27%
Target sequence (Q96LD8 whole entry, looked up): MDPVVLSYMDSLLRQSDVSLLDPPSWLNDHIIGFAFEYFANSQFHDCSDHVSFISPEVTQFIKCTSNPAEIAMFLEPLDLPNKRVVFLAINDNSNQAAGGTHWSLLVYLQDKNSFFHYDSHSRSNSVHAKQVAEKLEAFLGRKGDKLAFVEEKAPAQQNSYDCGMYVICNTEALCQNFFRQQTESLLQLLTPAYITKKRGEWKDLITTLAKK
ATG4B inh: blocks human ATG4B protease cleavage of LC3 substrate. Q9Y4P1. ATG4B cleavage of LC3-PLA2, NBD-HPC fluorescence, 1 h. inhibition, % at 8.33 µM. hit rate 0.51% among 340,000. AID 504462; in the data active means inhibition above about 40%
Target sequence (Q9Y4P1 whole entry, looked up): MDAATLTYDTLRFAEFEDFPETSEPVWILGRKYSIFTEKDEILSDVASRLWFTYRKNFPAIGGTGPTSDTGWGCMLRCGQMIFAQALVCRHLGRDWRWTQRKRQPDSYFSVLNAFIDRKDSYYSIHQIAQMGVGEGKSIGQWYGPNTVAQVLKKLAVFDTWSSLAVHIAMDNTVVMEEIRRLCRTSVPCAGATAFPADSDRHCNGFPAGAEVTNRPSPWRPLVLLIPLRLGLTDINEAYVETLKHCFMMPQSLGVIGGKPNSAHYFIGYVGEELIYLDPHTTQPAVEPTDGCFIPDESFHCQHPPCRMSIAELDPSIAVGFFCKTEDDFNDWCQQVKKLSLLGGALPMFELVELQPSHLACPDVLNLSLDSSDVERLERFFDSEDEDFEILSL
GRIN3A LBD mod: NR3A (human) ligand-binding domain modulation. NR3A LBD differential scanning fluorimetry, Tm shift; 0% = protein alone, 100% = glycine-bound protein. Tm shift relative to glycine control, % at 25 µM. hit rate 2.5% among 340,000. AID 1259313;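 active means melting temperature shift of at least 10% of the positive control shift, at one fixed dose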
PfG6PD inh: PfG6PD (Plasmodium falciparum) enzyme inhibition; PfGluPho enzyme, NADPH resazurin-diaphorase fluorescence; inhibition, % at 20 µM; hit rate 0.78% among 350,000;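 active means inhibition reaching at least a set limit at 20 µM in the primary screen, cut at about 59% in these data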;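 further: 0% = DMSO wells with substrate and 100% = DMSO wells lacking glucose-6-phosphate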
hIAP activ: human IAP activation | hit rate 0.16% among 330,000 | activation factor at 10 µM | P09923 | purified human IAP, CDP-Star luminescence, 30 min; hits give high values; 1 = vehicle-only enzyme, 0 = enzyme-free background;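 active means activation factor of the enzyme at least 2-fold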; further: the source names both 10 and 20 µM as test concentration; values of inactives mirror those of a sister screen read the other way
SENP1 inh: inhibitors of human SENP1 SUMO protease catalytic domain; Q9P0U3; hit rate 0.21% among 360,000; recombinant SENP1 catalytic domain, CyPet-SUMO1-YPet FRET cleavage; AID 624204; inhibition, % at 10 µM;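 active means inhibition at least 30% at 10 µM, raw YFP signal under a set limit, fluorescence ratio 0.5 to 1.5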;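 further: 0% = enzyme with DMSO and 100% = no enzyme wells; some results filed as inactive read as strong as hits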
Target sequence (Q9P0U3 419-644 limits assumed): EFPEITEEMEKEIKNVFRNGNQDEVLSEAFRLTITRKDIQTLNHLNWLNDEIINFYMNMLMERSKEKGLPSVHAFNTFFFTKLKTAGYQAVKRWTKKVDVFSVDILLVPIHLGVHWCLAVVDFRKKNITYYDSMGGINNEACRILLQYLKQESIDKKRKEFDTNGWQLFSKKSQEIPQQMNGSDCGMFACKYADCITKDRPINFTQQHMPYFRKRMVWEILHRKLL
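Test system: hSENP1 catalytic domain, recombinant; Amount: 20 pM final SENP1 enzyme; Medium: Tris pH 8 buffer plus EDTA, NaCl, BME, BSA, NP40, catalase; Schedule: 50 min enzyme reaction, room temperature, light-protected; Technique: FRET fluorescence in CFP and YFP emission channels; Controls: no-enzyme wells low, DMSO-plus-enzyme wells high control.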
MPTP block: permeability transition pore inhibition. inhibition, % at 10 µM. AID 602449. hit rate 1.4% among 360,000. isolated mouse mitochondria, Ca2+ swelling absorbance, 30 min;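 active means inhibition of 50% or more, scaled per plate between neutral and stimulator controls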;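 further: 0% = DMSO wells given calcium and 100% = 1 mM EGTA wells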
Numbers without * were called inactive; x = no result given.

SMILES	SENP1 inh	SENP6 block	GRIN3A LBD mod	MPTP block	hIAP activ	ATG4B inh	SENP8 block	PfG6PD inh
C#CCOCCOCCOCCNc1nc(N2CCN(C(=O)CCCCCCCCCCNC(=O)[C@H](CCCCN)n3cc(CCO)nn3)CC2)nc(N2CCN(C(=O)CCCCCCCCCCNC(=O)[C@H](CCCCN)n3cc(CCO)nn3)CC2)n1	-13	-2	0	-7.8	0.94	-1	6	68*
COc1ccc(S(=O)(=O)N2CCOCC2)cc1NC(=O)CSc1nnc(NC2CC2)s1	2	-14	2	-1.9	0.96	-4	-2	3
COc1ccccc1C(=O)C1CCCN(C(=O)c2ccccc2Cl)C1 (configuration not stated)	0	-19	1	-0.1	1.3	-2	9	-2
CN(CC(=O)Nc1ccc(F)cc1)C(=O)COC(=O)C1=COCCO1	0	-2	0	-1.2	0.9	6	9	0
Cc1cc(C)c(N=C2CCCN2Cc2ccccc2)c(C#N)c1	1	-35	1	2.8	1	5	28	-13
CCCOc1ccc(N2C(=O)CC(NCc3ccc(S(N)(=O)=O)cc3)C2=O)cc1 (configuration not stated)	0	-7	0	-0.1	1.3	-10	17	9
Cc1cc(C)n(/C(=C\N(C)C)C(=O)c2ccc(Cl)cc2)n1	0	-25	-2	-2.0	0.97	1	10	-10
CCCCCn1c(CN2CCN(c3cc(Cl)ccc3C)CC2)nc2c1c(=O)[nH]c(=O)n2C	0	-5	24*	4.5	0.89	-9	15	7
Cn1c(Cc2ccccc2)nnc1SCc1cc(=O)n2ccsc2n1	-4	6	-1	-0.6	0.92	-1	-32	4
Cc1cccnc1NC(=O)Nc1ccccc1	1	-16	-3	0.6	1.1	-2	24	-6
c1ccc(-c2ccc(C3=Nn4c(nnc4-c4cccs4)SC3)cc2)cc1	0	-12	2	6.3	0.92	-18	18	4
Cc1cc(C)nc(NC2=NCC(=O)N2c2ccc(Cl)cc2)n1	3	-3	-1	-7.6	1	3	1	-17
CCCC[C@@H]1C=C(C(=O)O)[C@H](c2ccc(Cl)c(Cl)c2)N1S(=O)(=O)c1ccc(C)cc1	1	-23	-8	1.4	1.1	19	6	-56
Cc1ccc(S(=O)(=O)N2CCCCC2)cc1C(=O)N(C)CC(=O)Nc1cccc(F)c1	1	-1	0	-1.1	0.99	1	10	-14
C1CCc2nnc(C3CC3)n2CC1	6	3	-1	-0.6	0.99	-3	3	-3
O=C(O)c1cccc(S(=O)(=O)Nc2ccc(N3CCCCC3)cc2)c1	2	-5	2	-1.3	0.99	1	1	0
CCc1cc(C(=O)Cc2ccccn2)c(O)cc1O	8	-34	1	0.4	1	10	-24	6
O=C(Cn1cnc2c(nnn2Cc2ccc(Cl)cc2)c1=O)NCC1CCCO1 (configuration not stated)	-2	-4	-2	-1.5	1.2	-4	12	-5
COc1cc(C)ccc1OCC(=O)OCC(=O)c1ccc[nH]1	4	11	-4	0.5	1.3	-13	6	2
Cc1ccc(-c2ccc(=O)n(CCC(=O)N3CCN(Cc4ccccc4)CC3)n2)cc1	2	-13	1	1.9	1	-14	-4	-7
Cn1nc(C(=O)NCc2ccccc2)cc1C(=O)NCc1ccccc1	1	17	-2	0.2	0.95	5	6	-5
CCOC(=O)C1CC(c2ccccc2)=NNC1=O (configuration not stated)	2	7	6	-1.0	0.95	-7	10	7
C=C1CCN([C@@H](CC(C)C)C(=O)Nc2ccc(OC)cc2)S(=O)(=O)c2ccccc21	-1	-25	-4	-0.1	0.93	-13	2	10
S=C(NC1CCCCC1)N1CCn2cccc2C1c1ccncc1 (configuration not stated)	1	20	2	-0.1	0.97	-3	24	0
O=C(CC(=O)NCc1ccc(Cl)cc1)NCc1ccccc1	1	-2	2	0.4	1	-10	10	-3
CCc1cc(-c2nnn(CCC3COCCO3)c2CC)cc(CC)c1-c1cn(CCc2c[nH]c3ccccc23)nn1 (configuration not stated)	2	x	x	-3.0	x	x	-11	11
Clc1cccc(OCCN2CCOCC2)c1	-2	-4	2	1.3	0.9	1	20	-23
CC(=O)Nc1ccc(NC(=O)CCn2nnc3ccccc32)cc1	1	-13	0	-1.9	0.93	0	2	-10
Cc1ccsc1/C=C1/SC(N2CC(C)OC(C)C2)=NC1=O (configuration not stated)	3	-17	-4	-0.6	0.81	-7	17	2
Cc1cc(C)cc(NC(=O)CN2C(=O)c3ccccc3C2=O)c1	2	18	0	0.0	1.1	1	14	-1
CC(C)(CSc1nncn1/N=C/c1ccco1)NS(=O)(=O)c1ccc(Cl)cc1	0	-29	0	-8.6	1	-13	11	8
C/C=C/C(=O)N1c2ccc(C)cc2C(C)=CC1(C)C	2	-13	-1	1.1	1.1	-4	29	-41
CCOC(=O)c1c(NC(=O)CSC(=S)N2CCOCC2)sc(C)c1C	2	-9	-6	4.9	1.1	-9	4	-4
CCc1cc2ccc(C)cc2nc1SCC(=O)c1ccc(NC(C)=O)cc1	-26	-22	6	5.6	0.91	-23	4	-6
O=C(COC(=O)CC1CCCC1)Nc1ccc(Br)cc1F	3	7	-1	1.1	0.99	0	19	-4
CC1C(=O)N(Cc2cn(CCC3OCCCO3)nn2)CCS(=O)(=O)N1Cc1ccc(-c2ccc(Cl)c(Cl)c2)cc1 (configuration not stated)	0	x	x	1.1	x	x	-2	7
Cc1ccc(C)c(N2CCN(C(=S)NC3CCCCC3)CC2)c1	1	-3	0	2.2	1	-6	22	-3
CC(C(=O)Nc1ccccc1Cl)N(c1ccccc1)S(C)(=O)=O (configuration not stated)	2	0	-1	-1.6	1	-6	14	11
CCOC(=O)c1c(NC2OC(=O)c3c2ccc(OC)c3OC)sc(C(=O)OC(C)(C)C)c1C (configuration not stated)	0	1	18*	0.1	1.1	23	-2	2
O=C(c1cc(COc2ccc3c(c2)CCCC3)on1)N1CCCC1	0	10	x	-1.7	1.3	x	5	x

Four entries out of the list, arranged by formula weight, rising.
SMILES	SENP1 inh	SENP6 block	GRIN3A LBD mod	MPTP block	hIAP activ	ATG4B inh	SENP8 block	PfG6PD inh
CC(=O)Nc1ccc(NC(=O)CCn2nnc3ccccc32)cc1	1	-13	0	-1.9	0.93	0	2	-10
O=C(COC(=O)CC1CCCC1)Nc1ccc(Br)cc1F	3	7	-1	1.1	0.99	0	19	-4
Cc1ccc(S(=O)(=O)N2CCCCC2)cc1C(=O)N(C)CC(=O)Nc1cccc(F)c1	1	-1	0	-1.1	0.99	1	10	-14
CCCCCn1c(CN2CCN(c3cc(Cl)ccc3C)CC2)nc2c1c(=O)[nH]c(=O)n2C	0	-5	24*	4.5	0.89	-9	15	7

(next part)
SMILES	SENP1 inh	SENP6 block	GRIN3A LBD mod	MPTP block	hIAP activ	ATG4B inh	SENP8 block	PfG6PD inh
C=CCNC(=O)Nc1ccc2oc(C)nc2c1	2	-6	2	-2.1	1.2	-4	2	28
CC1Cc2ccccc2N1C(=O)COC(=O)C1=COCCO1 (configuration not stated)	2	-6	2	0.3	0.96	-10	5	-14
Cc1cccc(NC(=O)c2nc[nH]c2C(=O)N2CCC(C)CC2)c1	1	-6	4	-1.8	1.3	-11	-7	11
CC1(C(=O)O)CCC(C(=O)NCCc2ccccc2)C1(C)C (configuration not stated)	3	11	1	0.0	1	7	19	-8
CN(C(=O)c1cc2ccccc2o1)c1c(N)n(Cc2ccccc2)c(=O)[nH]c1=O	-25	-6	-3	0.0	1.1	-2	-252	-1
CC(=O)N1CCN(C(=O)c2ccc(NS(=O)(=O)c3ccc(Cl)c(Cl)c3)cc2)CC1	2	x	3	-1.4	x	-7	9	-13
Cc1ccc(CN/C=C/C(=O)c2ccc(Br)cc2)cc1	-9	-18	-11	5.4	1.1	5	-13	-4
CCOC(=O)c1c(NC(=O)C2C3C=CC(C3)C2(C)C(=O)O)sc2c1CCCC2 (configuration not stated)	1	-15	-1	2.9	0.89	-5	-135	-15
C=CCNc1nc(-c2ccc(Cl)cc2)cs1	3	91*	-14	-3.8	1	-1	34	6
Cc1cccc(OCC(=O)N2CCC(c3ccccc3)C2)c1 (configuration not stated)	0	-31	2	-0.1	0.93	-6	8	6
COc1ccc(NC(=O)CSc2nc3[nH]c(=O)[nH]c(=O)c3s2)cc1OC	-9	-7	1	0.0	1.1	-1	7	-49
Cc1ccc(C(=O)OCc2cn(-c3ccccc3)nn2)cc1	1	0	-2	-1.4	0.93	13	7	32
CN(C)c1nc(OCCOC(=O)c2ccccc2)nc(N(C)C)n1	0	-6	1	2.0	0.98	-4	10	5
CC1(C)Cc2c(sc3ncn4nc(-c5ccco5)nc4c23)CO1	-1	-35	3	1.1	0.86	-14	-75	-7
COc1ccc(CCNC(=O)C(=O)Nc2nccs2)cc1OC	2	-13	0	-4.1	1.1	-5	19	15
O=S(=O)(c1ccccc1)c1nc(-c2ccccc2F)oc1NCc1cccnc1	1	3	-3	1.3	1.1	0	-33	-8
CC(C)(C)CN1CCNC(=O)C1CC(=O)NCCc1ccccc1F (configuration not stated)	-4	8	0	0.0	0.95	19	-70	3
CC1(C)OC2CC3C4CC=C5CC(O)CCC5(C)C4CCC3(C)C2(C(=O)CO)O1 (configuration not stated)	1	x	-1	-1.2	x	-3	1	10
CCOc1ncccc1C(=O)Nc1cccc(Cl)c1Cl	0	-45	0	0.6	1	-12	18	7
O=C(O)Cn1cc(/C=C2\SC(=O)N(c3ccccc3)C2=O)c2ccccc21	-32	-7	0	-0.9	0.91	-5	5	-3
Cc1cc(NC(=O)CCC(=O)N(Cc2cccnc2)C(C(=O)NC(C)(C)C)c2ccccc2Cl)no1 (configuration not stated)	-2	8	0	-0.5	1.1	-7	9	2
Cc1ccc(Cl)cc1NC(=O)c1ccc(Cn2cc(Cl)cn2)cc1	-1	-4	-3	-1.4	1.2	3	1	-2
COC(=O)c1ccc(OC(=O)c2ccc(OC)c(OC)c2)c(OC)c1	1	-16	0	-3.2	1.2	-7	15	-1
Cc1ccc2c(c1)nnn2C1CCN(CC(=O)Nc2ccc3c(c2)OCCO3)CC1	-1	-6	-5	-0.2	1	-5	2	-2
O=C(CSc1ncn[nH]1)NNC(=O)c1ccccc1	1	-14	-1	-1.9	2.2*	-7	14	21
Fc1ccc(Cn2cc(C(=S)N3CCOCC3)c3ccccc32)cc1	4	8	-2	2.5	0.92	-2	21	22
CCOc1ccc(NC(=O)CN(c2ccc(OCC)cc2)S(=O)(=O)c2c(C)[nH]c(=O)[nH]c2=O)cc1	1	4	-29	-0.5	0.81	0	9	-23
COc1ccc(S(=O)(=O)N2CCc3ccccc32)cc1C(=O)OCC(=O)c1c(N)n(C)c(=O)n(C)c1=O	0	-5	-1	-4.9	0.96	-6	22	12
Cc1ccc(CNC(=O)C2CC3Cn4c(nc5cc(C)c(C)cc54)C3N2C)o1 (configuration not stated)	-5	-6	-2	-0.9	1.1	-12	-8	-13
COc1ccc2c(c1)c(CC(=O)OCC(=O)N(C)C)c(C)n2C(=O)c1ccc(Cl)cc1	2	-9	1	-1.2	1	-22	13	-9
Cc1ccc(Nc2nnc(SCC(=O)NCc3ccco3)s2)cc1	1	x	2	-1.2	x	-8	25	6
CC(=O)OCC1OC(n2ccc(=O)[nH]c2=O)C(O)C1O (configuration not stated)	2	-6	-2	-1.0	1	7	7	-1
COc1cccc(C2C3=C(CCCC3=O)Nc3[nH]n(-c4ccccc4)c(=O)c32)c1 (configuration not stated)	-1	7	-2	0.4	0.89	-2	-10	9
COc1ccc(CNC2CCCCC2)cc1	-1	0	1	0.6	0.96	1	15	4
O=C(O)C1CC(=O)N(Cc2cccs2)C1 (configuration not stated)	0	-7	-1	-1.5	0.98	2	3	-16
COc1ccccc1C(=O)Nc1c(C)cc(Br)cc1C	1	-6	0	-0.3	1	-1	18	0

Screening data (PubChem)
